Screening results deposited in PubChem BioAssay by several laboratories.
IMP-1 inhibitor – IMP-1 metallo-beta-lactamase inhibitors, primary screen, biochemical, epi-absorbance readout, Pseudomonas aeruginosa enzyme | metallo-beta-lactamase IMP-1 (Pseudomonas aeruginosa) | purified IMP-1, nitrocefin hydrolysis, epi-absorbance fluorescence | inhibition, % at 5.6 µM | 290,000 compounds, 0.45% hits;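 active means inhibition above the mean plus 3 SD of all compounds in the same screening run, cut at about 4.5% in these data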;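 further: 0% = IMP-1 with DMSO and 100% = DMSO wells lacking enzyme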
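System: purified IMP-1 / Input: IMP-1 dispensed at 0.2 nM / Medium: 50 mM HEPES pH 7.1, 50 µM ZnSO4, 0.05% Brij 35 / Timing: 15 min enzyme–compound preincubation, then 25 min nitrocefin reaction, 25 °C / Technique: plate fluorescence quenching by hydrolysis product, ex 480/em 530 nm / Repeats: singlicate testing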
NS3 helicase inh – inhibitors of HCV NS3 helicase, primary screen, biochemical, Cy5 molecular beacon fluorescence; inhibition, % at 10.9 µM; NS3 helicase DNA unwinding; 290,000 compounds, 0.56% hits; AID 1800, 2009; Hepatitis C virus NS3 helicase;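 active means inhibition above the mean of all tested compounds plus 3 SD, set per campaign, cut at about 35% in these data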;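 further: 0% = DMSO wells and 100% = thioflavine S control wells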
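Assay system: hepatitis C virus NS3 helicase domain fragment enzyme. Also added: annealed dual-labelled DNA beacon duplex, ATP-started. Timing: 1 h reaction at 25 °C, ATP-initiated. Technique: Cy5 fluorescence at 0 and 60 min, beacon hairpin quenching. Evaluation: % inhibition of unwinding. Replication: one well per compound.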
pCIP destab – p/CIP-EGFP fusion destabilizers, primary screen, fluorescence, F442A cells. Q05BA5. 290,000 compounds, 0.01% hits. decrease of EGFP signal, % at 10 µM. 16 h;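 active means EGFP signal decrease of at least 30% at 10 µM or well 3 SD below plate mean, unless failing retest; inactive means the rest, including hits failing retest or dose response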; further: some compounds called inactive have numbers as strong as hits; many of its hits are not listed in these tables
GalR3 antagonist – GalR3 antagonists in HEK293 cells, primary screen, cell-based, fluorescence readout | Galanin receptor type 3 (Homo sapiens), O60755 | HEK293 GalR3-CNG cAMP membrane potential fluorescence; galR3 body fused to GalR1 C-terminus | inhibition, % at 3 µM | 360,000 compounds, 0.44% hits | AID 651719, 2012;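 active means inhibition above the screen-wide average plus 3 SD, cut at about 13% in these data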;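 further: forskolin and galanin both at EC90 stimulate the cells; cAMP rise reported by CNG channel membrane potential dye signal; 0% = forskolin plus galanin with DMSO and 100% = forskolin alone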
IDE act – human IDE activators in live cells, primary screen, fluorescence polarization, HEK cells, FAbeta-B substrate; Insulin-degrading enzyme (Homo sapiens), P14735; FAbeta-B cleavage; 0% vehicle, 100% cell-free pure enzyme wells; activation, % at 5.96 µM; 340,000 compounds, 0.073% hits;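 active means activation above the mean of all tested compounds plus 3 SD, set per screening campaign, cut at about 17% in these data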
Target sequence (P14735 whole entry, looked up): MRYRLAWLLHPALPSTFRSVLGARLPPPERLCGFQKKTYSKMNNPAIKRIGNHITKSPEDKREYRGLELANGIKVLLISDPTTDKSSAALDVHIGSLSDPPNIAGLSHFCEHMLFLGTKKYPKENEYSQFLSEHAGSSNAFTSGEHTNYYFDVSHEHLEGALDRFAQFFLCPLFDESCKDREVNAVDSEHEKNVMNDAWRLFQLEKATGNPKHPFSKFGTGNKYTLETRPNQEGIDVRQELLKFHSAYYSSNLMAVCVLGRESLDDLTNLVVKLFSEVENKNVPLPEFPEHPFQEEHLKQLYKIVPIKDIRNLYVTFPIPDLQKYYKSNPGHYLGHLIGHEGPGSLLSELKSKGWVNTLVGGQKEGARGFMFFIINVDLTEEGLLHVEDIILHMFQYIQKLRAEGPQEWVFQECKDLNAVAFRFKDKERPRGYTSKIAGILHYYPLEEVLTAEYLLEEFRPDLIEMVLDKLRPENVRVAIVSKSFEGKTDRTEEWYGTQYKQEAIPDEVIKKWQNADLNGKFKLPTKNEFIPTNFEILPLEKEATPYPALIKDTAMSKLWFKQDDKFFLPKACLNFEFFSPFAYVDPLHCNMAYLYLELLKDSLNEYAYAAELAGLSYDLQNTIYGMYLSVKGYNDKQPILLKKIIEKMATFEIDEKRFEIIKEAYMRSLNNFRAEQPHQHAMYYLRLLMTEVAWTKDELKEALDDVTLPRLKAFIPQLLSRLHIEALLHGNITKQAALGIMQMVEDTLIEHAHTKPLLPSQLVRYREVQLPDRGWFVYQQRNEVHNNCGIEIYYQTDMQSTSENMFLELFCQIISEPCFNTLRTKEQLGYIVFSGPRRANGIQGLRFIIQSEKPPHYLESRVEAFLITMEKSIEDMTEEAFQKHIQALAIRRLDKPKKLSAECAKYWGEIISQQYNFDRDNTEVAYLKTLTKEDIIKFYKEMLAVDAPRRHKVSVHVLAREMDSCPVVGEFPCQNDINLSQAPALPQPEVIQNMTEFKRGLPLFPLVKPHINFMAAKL
IDE inh – human IDE inhibitors in live cells, primary screen, fluorescence polarization, HEK cells, FAbetaB substrate; FAbetaB cleavage; inhibition, % at 5.59 µM; 320,000 compounds, 0.41% hits; AID 434962, 2010;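 active means percent inhibition above the average of all tested compounds plus 3 SD, set per screening campaign, cut at about 16% in these data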;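 further: IDE supplied by intact live HEK cells; FP after avidin binding of uncleaved biotin substrate so inhibition keeps polarization high; 0% = DMSO wells and 100% = 60 µM reference IDE inhibitor Ii1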
VIM-2 inh – VIM-2 metallo-beta-lactamase inhibitors, primary screen, biochemical, epi-absorbance readout, Pseudomonas aeruginosa enzyme; purified VIM-2, nitrocefin hydrolysis, epi-absorbance fluorescence; inhibition, % at 5.6 µM; 290,000 compounds, 0.89% hits;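 active means inhibition above the mean of all tested compounds plus 3 SD, cutoff set per screening run, cut at about 7.5% in these data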;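 further: red hydrolysis product quenches plate fluorescence so inhibitors raise well fluorescence; 0% = enzyme with DMSO and 100% = DMSO without enzyme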
SUMO HTRF inh – inhibitors of in vitro SUMOylation cascade, primary screen, biochemical, HTRF, uHTS; inhibition, % at 35 µM; HTRF SUMOylation assay, SAE1/SAE2 + UBC9; SUMO-conjugating enzyme UBC9 (Homo sapiens), P63279; 290,000 compounds, 0.36% hits; in the data active means inhibition above about 50%, passing the limit was not always enough; further: strong numbers were not always called active
CRFR2-BP antag – antagonists of CRF-BP/CRF-R2 complex, primary screen, cell-based, HEK293, calcium dye fluorescence, uHTS | CRF-induced calcium fluorescence | inhibition, % at 11.8 µM | 350,000 compounds, 0.59% hits | AID 588475, 2011;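 active means inhibition of the ligand-induced calcium signal above about 50% at the single tested concentration, limit read from the data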
* marks the source's active call; other numbers are inactive results; · = not tested or not shown; & = joins results of further samples.

SMILES	IMP-1 inhibitor	NS3 helicase inh	pCIP destab	GalR3 antagonist	IDE act	IDE inh	VIM-2 inh	SUMO HTRF inh	CRFR2-BP antag
COc1cc(/C=C2\C(=O)N(c3ccc(NC(C)=O)cc3)N=C2c2ccccc2)ccc1O	1.5	-4.2	-0.9	7.8	-1.2	6.9	0.3	35.1	68.0*
CCc1cccc(C)c1NC(=O)COn1nnc2ccc(C(F)(F)F)cc21	-1.0	-3.9	-21.2	-2.3	2.8	-1.3	-3.2	-17.5	-28.4
CCc1ccc(NC(=O)CCc2c(C)nn(-c3ccc(N4CCCCC4)nn3)c2C)cc1	-2.7	-22.2	0.6	1.8	-5.2	1.0	-2.7	-6.8	-11.1
Cc1cc2cc(C=O)c(Cl)nc2cc1C	-2.4	-1.0	7.7	-8.3	6.1	-5.8	1.2	-6.3	-13.5
O=C(COc1ccc(Br)cc1)N/N=C1/SCC(=O)N1Cc1ccccc1	-3.5	-7.5	10.6	-2.9	5.9	-2.9	-3.7	-5.7	-6.1
CN(C(=O)CSc1nnnn1-c1ccc(O)cc1)C1CCS(=O)(=O)C1 (stereo not given)	-1.7	1.4	-22.5	-2.6	10.9	1.3	-1.7	17.9	-9.5
CCOC(=O)N1CCC(Nc2c(NCCN3CCN(c4ccccc4F)CC3)c(=O)c2=O)CC1	-0.9	1.6	-4.0	-3.4&3.6	0.7&2.6	4.0	-0.6	6.8	4.2&-5.2
Cc1ccc(O)c(NC(=O)CSc2ccc(Cl)cc2)c1	-2.4	-8.3	1.0	-5.0	3.7	1.2	-1.4	-8.3	0.9
Nc1ncccc1OCc1ccc(Cl)c(Cl)c1	1.2	5.3	3.5	-5.1	7.7	0.3	1.1	15.0	-1.2
CC1=C(C(=O)Nc2ccccc2F)C(c2cccs2)C2=C(CCCC2=O)N1 (stereo not given)	-1.9	3.8	-19.2	0.4	-1.5	0.4	1.6	-0.1	-14.6
CCOc1ccc(-c2c(C#N)c(N)nc3c2c(=O)n(C)c(=O)n3C)cc1OC	7.6*	6.7	-2.1	-2.1	1.0	-0.1	-2.2	22.8	-1.4
CS(=O)(=O)c1ccc(Cl)c(C(=O)Nc2ccc3nc(N4CCOCC4)sc3c2)c1	·	·	·	-5.3	-0.2	-0.9	·	·	-4.3
CCN(CC)C(=O)C1CCCN(Cc2sccc2C)C1 (stereo not given)	-2.6	7.2	-2.0	-6.4	2.3	4.9	-2.7	19.6	2.6
COc1cc(=O)[nH]c(SC(C)C(=O)Nc2nc3c(s2)CCCC3)n1 (stereo not given)	-3.4	12.3	7.4	-3.6	-2.8	-4.0	1.9	-2.6	3.2
Nc1ccccc1NC1CCCCC1	-1.5	-33.5	-9.4	-4.0	8.8	·	0.5	6.4	-18.5
NC(=S)NNC(=O)c1cc(C(F)(F)F)cc(C(F)(F)F)c1	-1.5	11.9	-6.7	-5.5	2.7	1.6	-4.7	7.0	-11.5
CC(=O)CCc1c[nH]c2c(C(=O)O)cccc12	-1.1	0.6	-10.7	-2.1	-1.5	2.3	-2.4	-12.7	2.1
COCCCNC(=O)c1ccc2c(c1)ncn2-c1ccc(C)cc1C	-1.7	27.6	-3.3	-8.8	4.5	2.2	-3.0	6.4	-3.1
O=C(CN1C(=O)c2ccccc2S1(=O)=O)c1ccc(F)cc1	-2.7	-7.1	-5.2	0.1	-1.8	2.9	-1.3	-11.7	-3.2
Nc1nc2c(F)c(F)c(F)cc2s1	-3.1	1.5	9.3	-7.7	-0.9	1.5	-2.1	1.2	11.1
COc1cccc(C2=NN(C(=O)c3ccco3)C(c3ccco3)C2)c1 (stereo not given)	-2.7	4.7	-3.1	0.1	-0.5	6.0	-0.1	6.4	-7.4
CC(=O)N1C(C(=O)O)Cc2c([nH]c3ccccc23)C1(C)C (stereo not given)	-1.8	-4.1	-1.2	-3.6	-4.0	-2.8	-2.1	10.5	0.9
CC1(C)CC(=O)C(C(C2=C(O)CC(C)(C)CC2=O)c2cccc(O)c2)C(=O)C1 (stereo not given)	-0.6	-3.7	-3.2	-3.6	1.2	-2.7	-1.6	-20.8	11.3
COC(=O)c1ccccc1NC(=O)c1ccc2c(c1)OCCO2	-4.6	-0.7	3.3	-3.8	1.4	4.1	-1.4	6.5	-18.6
Cc1cc(C)nc(SCC(=O)N/N=C/C=C/c2ccccc2)n1	-2.1	-3.1	-12.0	-4.6	1.5	-1.6	-1.2	22.3	13.8
C[N+](C)(C)CCCCCCCCCC[N+](C)(C)C	-0.6	-4.6	-4.3	·	8.1	4.4	-0.2	18.0	6.0
COc1ccc(CNS(=O)(=O)c2ccc3c(c2)N(C(C)=O)CCO3)cc1	-3.6	-1.6	-5.2	-3.5	-4.5	2.2	0.1	6.9	-3.3
CCN(CCC#N)c1ccc(N2C(=O)CCCC2=O)cc1[N+](=O)[O-]	-2.1	9.1	-19.7	-9.7	5.5	0.7	-1.5	12.6	9.9
Cc1c(NC(=O)C23CC4CC(CC(Br)(C4)C2)C3)c(=O)n(-c2ccccc2)n1C	-0.7	-1.9	-6.3	0.7	3.4	-4.1	-2.3	15.2	0.1
O=C(Nc1ccc(Cl)cc1)Nc1ccc(C(=O)N2CCOCC2)cc1	-2.9	7.4	4.6	2.3	-1.2	5.5	-3.6	-5.7	-9.4
COC(=O)c1[nH]c2cc(OC)ccc2c1NC(=O)c1nonc1C	0.1	-6.9	-6.4	-6.0	-4.2	6.0	-1.2	25.2	12.5
C=CCn1c(SCC(=O)NC(C)(C)C)nnc1-c1ccccc1O	-0.5	-4.9	-7.2	-3.8	6.0	-1.3	-0.7	14.0	1.7
OCc1nc2ccccc2n1C/C=C/c1ccccc1	-0.7	-2.0	-12.1	0.5	3.0	1.8	-2.5	-3.5	32.4
COc1ccc(Cl)cc1NC(=O)Nc1cn(C)nc1C	-4.6	14.2	-5.9	-0.5	-3.3	11.9	-2.8	-12.8	-3.4
CCCN(C(=O)COC(=O)C12CCC(=O)N1c1ccccc1S2)c1c(N)n(Cc2ccccc2)c(=O)[nH]c1=O (stereo not given)	-0.4	-1.1	-0.7	-2.6	-1.2	-1.2	-0.4	7.8	7.3
COc1ccccc1N1CCN(C(=O)c2ccc3c(c2)NC(=O)C(CSCc2ccccc2C)N3)CC1 (stereo not given)	-0.7	12.3	-17.1	·	·	0.1	-0.9	·	·
COc1ccc(-c2cc(C(=O)Nc3ccc(C(N)=O)cc3)c3ccccc3n2)cc1	-2.6	-21.1	10.4	-0.9	3.1	-2.8	-0.8	16.6	-10.5
NC(=O)CSc1ccc(F)cc1	-2.2	-9.9	-5.4	-7.7	0.9	0.7	1.6	-1.2	3.1
CN1CCN(C(=O)/C=C/c2c(F)cccc2Cl)CC1	1.6	-4.3	1.9	-1.1	-1.2	0.2	0.0	6.3	4.2
CCCNC(=O)c1cn(CC)c2cc(N3CCN(C)CC3)c(F)cc2c1=O	-5.1	1.9	-3.5	-3.0	1.7	5.1	3.2	11.0	-4.6
CC(=O)NCCC(=O)N1CCCC(C(=O)c2ccc3c4c(cccc24)CC3)C1 (stereo not given)	-2.5	-12.5	-20.2	-6.0	-1.9	-6.6	-1.5	2.7	-10.1
Cc1cc(C)n2nc(C(=O)OCC(=O)Nc3ccc(F)cc3F)nc2n1	·	·	·	-3.0	4.4	-2.5	·	·	8.6
Cc1cccc(/C(N)=N/OC(=O)N2CCOCC2)c1	-0.6	4.0	-2.5	-0.2	1.8	0.7	0.8	3.6	3.6
CCCOc1ccc(C(=O)N2CCN(c3ccc(N)cc3Cl)CC2)cc1	0.7	-14.9	-4.0	-4.9	-5.0	9.0	-1.4	-22.3	2.4
CC(=O)c1cccc(N2C(=NC(=O)CCc3ccccc3)SC3CS(=O)(=O)CC32)c1 (stereo not given)	0.7	10.0	-9.3	0.4	8.2	-1.6	0.5	25.6	3.3

The last 3 compounds of the part before open the next one.
SMILES	IMP-1 inhibitor	NS3 helicase inh	pCIP destab	GalR3 antagonist	IDE act	IDE inh	VIM-2 inh	SUMO HTRF inh	CRFR2-BP antag
Cc1cccc(/C(N)=N/OC(=O)N2CCOCC2)c1	-0.6	4.0	-2.5	-0.2	1.8	0.7	0.8	3.6	3.6
CCCOc1ccc(C(=O)N2CCN(c3ccc(N)cc3Cl)CC2)cc1	0.7	-14.9	-4.0	-4.9	-5.0	9.0	-1.4	-22.3	2.4
CC(=O)c1cccc(N2C(=NC(=O)CCc3ccccc3)SC3CS(=O)(=O)CC32)c1 (stereo not given)	0.7	10.0	-9.3	0.4	8.2	-1.6	0.5	25.6	3.3
CC1CCCCC1NC(=O)CCCn1c(=S)[nH]c2ccccc2c1=O (stereo not given)	-5.3	-27.5	12.0	-1.6	0.4	-0.9	-4.5	7.1	-1.4
COc1cc(-c2cc(C(=O)NN3CCN(C)CC3)c3ccccc3n2)cc(OC)c1OC	1.4	-27.4	-6.5	-1.0	·	-3.9	3.0	-12.4	·
O=C(Nc1ccccc1N1CCN(C(=O)c2ccccc2)CC1)c1ccc(Br)o1	5.9*	-7.9	-9.4	-4.6	-10.4	7.2	-2.9	6.1	9.5
Cc1ccc(O)c(NC(=S)NC(=O)COc2ccc(Br)cc2)c1	-3.5	6.0	-10.3	-6.8	18.1*	5.8	-3.3	17.4	-113.7
COc1ccc(NCc2ccc([N+](=O)[O-])s2)cc1	-1.4	3.0	-5.1	-4.4	2.6	2.4	-3.6	24.2	27.9
CC/C(=N\NC(N)=O)c1ccc(OC)c(OC)c1	-2.1	13.5	-4.5	-2.1	·	3.7	-4.0	6.8	-1.2
O=C(CN1C(=O)NC2(CCCC2)C1=O)OCCOc1ccc(Cl)cc1Cl	·	·	·	-5.5	-2.0	-3.6	·	·	-25.3
CCOc1ccc(S(=O)(=O)N(CC(=O)N2CCc3ccccc32)Cc2ccco2)cc1	-3.5	6.8	-4.0	-0.1	0.8	4.4	-1.1	8.8	-1.4
Cc1ccc(S(=O)(=O)N2CCC(=O)N(CCOCc3ccc(F)cc3)CC2)cc1	0.2	7.6	1.1	-3.8	-6.7	9.4	1.3	4.9	2.1
O=C(Oc1ccc2c3c(c(=O)oc2c1)CCC3)c1ccccc1[N+](=O)[O-]	-4.0	9.1	2.4	·	·	6.0	-5.1	5.4	·
